TCR CD3 inh – inhibitors of human TCR-CD3 interaction, primary screen, biochemical, fluorescence, TAMRA-labeled TCR probe. T-cell receptor (TCR). inhibition, % at 9.4 µM. actives 0.37% (n = 360,000); in the data active = inhibition above about 19%;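 note: recombinant mutant TCR 2C K166C tagged with TAMRA read by polarization; 0% = receptor in buffer alone and 100% = receptor with positive control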
MBD2 inh – inhibitors of MBD2 binding to methylated DNA, primary screen, biochemical, TR-FRET, DNA-binding domain, human. inhibition, % at 4.4 µM. Methyl-CpG-binding domain protein 2 (Homo sapiens), Q9UBB5. MBD2 binding to methylated oligonucleotide. actives 0.31% (n = 370,000); in the data active = inhibition above about 13%
PG9 Ab binder – binders of HIV-1 gp120 antibody PG9, primary screen, biochemical, TR-FRET. inhibition, % at 6.7 µM. AID 624416, 2012. actives 0.43% (n = 360,000). TR-FRET gp120-PG9 antibody binding; in the data active = inhibition above about 8.5%
PRMT1 inh – PRMT1 methyltransferase inhibitors, primary screen, biochemical, fluorescence polarization | Protein arginine N-methyltransferase 1 (Homo sapiens), Q99873 | recombinant PRMT1, activity-based probe fluorescence polarization | inhibition, % at 2.79 µM | actives 1.3% (n = 370,000) | AID 652257, 2013;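 active = inhibition above about 21% made by adding two undisclosed values, limit read from the data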
mABHD4 FP – ABHD4 inhibitors, primary screen, biochemical, fluorescence polarization, mouse | (Lyso)-N-acylphosphatidylethanolamine lipase (Mus musculus), Q8VD66 | purified mABHD4, FP-Rh probe fluorescence polarization | actives 0.54% (n = 370,000) | inhibition, % at 8.92 µM;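 active = inhibition exceeding the mean over every tested compound plus 3 SD, cut at about 30% in these data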;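 note: 0% = plate median of compound wells and 100% = S159A mutant with DMSO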
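Test system: mABHD4 protein; Read-out basis: % inhibition; Incubation: 45 min + 60 min at 25 °C; Repeats: single replicate; Technique: fluorescence polarization with parallel and perpendicular emission, 525/598 nm; Compound: 8.92 µM, single dose; Benchmarks: full inhibition S159A mutant plus DMSO, zero as sample-well median.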
UHRF1 binding – UHRF1 methylated DNA binding inhibitors, primary screen, counter-screen for MBD2 inhibitor project, biochemical, TR-FRET, human UHRF1, single concentration; UHRF1 binding to methylated oligo; actives 0.75% (n = 370,000); E3 ubiquitin-protein ligase UHRF1 (Homo sapiens), Q96T88; inhibition, % at 4.4 µM; in the data active = inhibition above about 21%;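 note: UHRF1 SRA domain binding a hemimethylated CpG hairpin DNA probe; 0% = median of test compound wells and 100% = reference inhibitor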
Target sequence (Q96T88 whole entry, looked up, the tested form may be a part): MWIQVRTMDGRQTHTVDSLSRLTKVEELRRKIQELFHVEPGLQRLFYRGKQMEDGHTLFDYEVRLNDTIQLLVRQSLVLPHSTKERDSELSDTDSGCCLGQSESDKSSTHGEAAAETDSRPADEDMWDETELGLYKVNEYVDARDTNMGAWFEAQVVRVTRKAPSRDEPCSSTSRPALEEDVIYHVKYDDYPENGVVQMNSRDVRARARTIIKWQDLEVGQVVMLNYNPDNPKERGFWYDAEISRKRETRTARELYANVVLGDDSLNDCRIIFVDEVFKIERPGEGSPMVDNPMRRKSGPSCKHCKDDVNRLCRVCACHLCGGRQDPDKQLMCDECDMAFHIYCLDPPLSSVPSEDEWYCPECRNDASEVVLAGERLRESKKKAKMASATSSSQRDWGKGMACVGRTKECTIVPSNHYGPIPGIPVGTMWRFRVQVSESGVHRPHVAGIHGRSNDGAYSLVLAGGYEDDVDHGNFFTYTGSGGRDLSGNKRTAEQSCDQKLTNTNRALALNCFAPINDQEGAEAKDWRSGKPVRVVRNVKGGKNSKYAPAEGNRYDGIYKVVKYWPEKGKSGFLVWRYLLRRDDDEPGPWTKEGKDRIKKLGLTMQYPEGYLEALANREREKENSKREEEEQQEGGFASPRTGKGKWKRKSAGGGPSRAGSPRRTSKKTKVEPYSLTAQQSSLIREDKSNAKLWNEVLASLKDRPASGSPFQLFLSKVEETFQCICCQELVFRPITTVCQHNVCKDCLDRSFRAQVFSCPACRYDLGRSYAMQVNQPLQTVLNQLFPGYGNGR
rCAG RNA binder – binders of r(CAG) RNA repeats, primary screen, biochemical, fluorescence; r(CAG) RNA repeat, TO-PRO-1 dye displacement fluorescence; inhibition, % at 3 µM; actives 1.3% (n = 370,000); AID 651821, 2012;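 active = inhibition above the plate cutoff, the mean of all test compounds on that plate plus 3 SD, cut at about 35% in these data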;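 note: 0% = DMSO alone and 100% = 100 µM mitoxantrone as full dye displacement; higher means more dye released from RNA so lower well fluorescence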
NR1D1 modulator – modulators of Rev-erb alpha DNA binding, primary screen, biochemical, FITC-DNA, fluorescence polarization, uHTS; Nuclear receptor subfamily 1 group D member 1 (Homo sapiens), P20393; Rev-erbα–FITC-DNA binding, 90 min; activity, % at 10 µM; actives 0.79% (n = 370,000);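 active = activity above about 14%, limit read from the data; passing the limit was not always enough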;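 note: 0% = DMSO wells with 35 nM protein and 100% = DMSO wells with 750 nM protein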
HTRA1 inh – HTRA1 serine protease inhibitors, primary screen, biochemical, fluorescence polarization, HTS | Q92743 | recombinant HTRA1, FP-rhodamine activity-based probe | inhibition, % at 5.96 µM | actives 0.5% (n = 340,000); in the data active = inhibition above about 36%;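 note: 0% = enzyme with DMSO and 100% = wells lacking enzyme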
LEDGF integ inh – blockers of LEDGF/p75-dependent integrase strand transfer – biochemical, TR-FRET, high throughput, primary screen | HIV-1 integrase (with human LEDGF/p75) | TR-FRET IN-LEDGF/p75 DNA integration, Eu/Cy5 | inhibition, % at 3.7 µM | actives 0.64% (n = 370,000) | AID 743269, 2014;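 active = inhibition above the screen-wide mean plus 3 SD, cut at about 13% in these data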;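 note: signal is the Cy5 over europium emission ratio at 671 and 618 nm; 0% = plate median of compound wells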
Starred values were filed as active, the others as inactive; . = no result given. Not all compounds are listed; rates above refer to the full screens.

SMILES	TCR CD3 inh	MBD2 inh	PG9 Ab binder	PRMT1 inh	mABHD4 FP	UHRF1 binding	rCAG RNA binder	NR1D1 modulator	HTRA1 inh	LEDGF integ inh
COc1ccc(S(=O)(=O)N(C)C[C@H]2Oc3c(NS(=O)(=O)c4cn(C)cn4)cccc3C(=O)N([C@H](C)CO)C[C@@H]2C)cc1	-7	5	0.4	0	4	2	4	-1	2	0
Cc1cc(C)nc(SCc2nnc(SCc3ccc([N+](=O)[O-])cc3)n2Cc2ccco2)n1	3	7	1.1	5	-11	4	6	0	-4	3
O=c1oc(-c2cccnc2)nc2ccccc12	8	-2	-0.5	-1	0	-2	0	-2	13	1
Cc1noc(C)c1S(=O)(=O)N1CCCC(C(=O)N2CCC(C)CC2)C1 (stereo unspecified)	0	0	-2.8	-1	-1	-1	-6	0	1	-2
CCOc1ccc(-c2nnn(CC(=O)NCCc3c[nH]c4ccccc34)n2)cc1	-4	5	2.9	2	0	1	3	-3	-6	-2
COc1ccccc1/C=C\C=N\NC(=O)c1ccco1	6	-6	-0.6	0	1	6	0	2	8	1
COC(=O)C[C@@H]1CC[C@@H](NS(=O)(=O)c2cccc(OC)c2)[C@@H](CO)O1	6	-3	0.7	4	7	1	1	-1	.	-1
CCc1ccccc1NC(=O)CSc1nnc(-c2cccs2)o1	.	2	.	-1	3	1	0	-9	.	1
COc1cccc2sc(=NC(=O)CS(=O)(=O)c3ccc(Cl)cc3)n(C)c12	3	-7	-3.9	-5	7	-7	4	-1	-1	8
Cc1ccc(/C=N/NC(=O)Cc2cccn2C)cc1	5	-2	-1.5	-3	3	-1	2	-7	2	4
O=C(CSc1nncs1)NCCNC(=O)CSc1nncs1	-4	2	1.0	0	8	4	-1	1	7	0
COc1ccc(CCC(=O)NNC(=O)c2ccc(F)cc2)cc1	0	-3	-0.2	0	2	-2	-2	-2	-1	0
CC(C)NC(=O)C1CCN(S(=O)(=O)c2ccc(N3CCCC3=O)cc2)CC1	2	0	-1.2	-1	0	0	2	0	-1	-1
Cc1cccc(Cn2c(O)c(N=NC(=S)Nc3ccccc3F)c3ccccc32)c1	2	4	-1.8	0	-2	1	4	3	-3	-3
Cc1cc(C)nc(SCC(=O)Nc2ncc3c(n2)CCCC3=O)n1	2	1	-1.3	-1	5	2	1	2	10	0
Cc1ccc([C@@H]2CC(=O)[C@@H]3CN(S(=O)(=O)c4ccc(C)cc4)[C@H](c4ccccc4)C[C@@H]3N2S(=O)(=O)c2ccc(C)cc2)cc1	4	-5	0.5	3	4	1	12	-2	.	-1
c1ccc(C(c2ccccn2)c2ccccn2)cc1	2	9	0.2	4	4	19	-5	1	-2	0
C/C(=N\O)C(=O)NCCCNCCCN(C)C	-3	2	0.4	2	7	-2	-4	0	-3	2
Cc1cccnc1CC(C)NC(=O)c1cc(COc2cncc(Cl)c2)on1 (stereo unspecified)	7	1	-0.1	-5	-10	-3	-6	2	1	1
Cc1cc(-c2cc(-c3ccccc3)on2)nc(NC2CCCC2)n1	2	1	-0.8	1	7	0	-1	-6	-43	0
C=CCc1cccc(/C=N/NC(=O)c2ccc3nc[nH]c3c2)c1O	-6	6	-0.8	4	-60	2	24	-1	14	-8
CC(=O)NCC(=O)NC(C(=O)Nc1ccc2c(c1)OCCO2)c1ccccc1 (stereo unspecified)	8	-4	-1.8	-3	8	-2	-3	-3	-8	-1
O=C(c1ccc(S(=O)(=O)N2CCCCC2)cc1)N1CCN(CCN2C(=O)c3cccc4cccc(c34)C2=O)CC1	5	-1	-0.9	-1	-1	-2	1	-1	0	6
COc1ccc(CNC(=S)N/N=C(/C)c2ccccc2)cc1	3	-1	0.0	0	-11	-1	-2	-2	.	1
O=C1COc2ccc(S(=O)(=O)CCC(=O)N3CCN(c4cccc(Cl)c4)CC3)cc2N1	5	0	-2.6	-3	-1	-2	-4	6	-4	-3

Single entries from the list.
`c1ccc(C(c2ccccn2)c2ccccn2)cc1` | TCR CD3 inh = 2
`O=c1oc(-c2cccnc2)nc2ccccc12` | rCAG RNA binder = 0
`Cc1noc(C)c1S(=O)(=O)N1CCCC(C(=O)N2CCC(C)CC2)C1` (stereo unspecified) | TCR CD3 inh = 0

Further results:
SMILES	TCR CD3 inh	MBD2 inh	PG9 Ab binder	PRMT1 inh	mABHD4 FP	UHRF1 binding	rCAG RNA binder	NR1D1 modulator	HTRA1 inh	LEDGF integ inh
C=C1CCN(c2ccc(C(=O)NCc3ccccc3)cc2[N+](=O)[O-])CC1	-2	-2	-0.9	0	1	3	1	0	-8	1
COc1ccc(OCc2nnnn2-c2ccccc2)cc1	1	4	-0.1	2	5	15	0	-7	-1	-2
c1ccc(-c2nnc(-c3ccncc3)o2)cc1	-3	4	0.7	2	6	-3	-2	-3	-3	0
O=C(Cn1c(C(F)(F)F)nc2ccccc21)N1CCCC1	-6	2	0.8	3	-5	3	5	1	1	-3
CCOC(=O)C1=CCC(c2ccc(Cl)cc2)N(S(=O)(=O)c2ccc(C)cc2)C1 (stereo unspecified)	1	-2	-0.9	3	-5	-2	5	0	.	-2
O=C1CCCN2N=C(SCC(=O)Nc3nc4ccccc4s3)SC2=N1	4	-3	-0.1	-1	-4	1	5	-3	3	8
CCOC(=O)C(=NC1CCCCC1)NNc1cccc(C(F)(F)F)c1	12	-2	-0.7	-1	2	-2	-2	1	7	-3
O=C(NC1CCCCC1)C(c1ccccc1)N1CCC2(CC1)OCCO2 (stereo unspecified)	-6	2	1.5	0	3	16	-8	3	1	0
O=C(NCCCN1CCOCC1)c1cc(-c2cccc(O)c2)on1	-6	-2	-0.3	0	-11	0	2	2	-6	-3
COC(=O)c1cc(NC(=O)c2cc(-c3ccc(C(F)(F)F)cc3)oc2C(F)(F)F)ccc1N1CCOCC1	-2	-7	-2.2	0	-3	-4	2	9	3	-3
Cc1ccc(OCCOc2ccc(S(=O)(=O)N3CCCC3)cc2C(N)=O)cc1	9	-3	-2.8	0	1	6	-1	-3	-3	-1
CCOc1cc(N2CCOCC2)c(OCC)cc1NC(=O)COc1ccccc1[N+](=O)[O-]	4	-2	-1.4	-5	2	0	-1	-2	1	0
CC(Oc1cc(-c2ccccc2)cc2ccccc12)C(=O)N1CCOCC1 (stereo unspecified)	12	1	-0.5	0	0	-1	-5	-4	-13	2
O=S(=O)(NCCN1CCOCC1)c1ccc2ccccc2c1	5	0	-1.3	0	2	0	3	2	15	0
Cc1ccc(C(=O)Nc2ncccc2C)o1	4	-4	-0.3	-6	2	-1	0	1	3	5
O=C(OCC(=O)N(c1ccccc1)C1CCCCC1)c1ccc(CO)cc1	-9	-7	-2.3	-3	-3	1	-2	6	-3	7
CC1=C(C(=O)NCc2ccccn2)C2(CCC(C)CC2)OC1=O (stereo unspecified)	-2	3	-0.4	-1	1	0	1	-2	-4	1
COc1ccc2nc(SCC(=O)NCc3ccc4c(c3)OCO4)[nH]c2c1	-4	-5	-0.5	-2	0	-2	2	-3	0	1
O=C1c2ccccc2C(Nc2ccc3c(c2)OCCO3)N1Cc1ccc2c(c1)OCO2 (stereo unspecified)	5	-8	-0.4	2	6	-1	2	-1	-5	1
Cc1cccc(NC(=O)C2CCN(C(=O)N3CCOc4ccccc43)CC2)c1C	1	-4	-3.7	0	-3	-1	-2	-5	0	-1
Cc1nc2ccc(NC(=O)N3CCOCC3)cc2s1	3	-8	0.1	-2	-11	2	5	2	6	1
CCN(CC)S(=O)(=O)c1cccc(C(=O)NCC(=O)OCC(=O)NCc2ccccc2)c1	2	1	-1.6	-2	9	1	1	-4	8	-2
CC(C)Oc1ccc(C(=O)O)c(C(=O)O)c1	-1	-5	3.2	1	0	2	-1	-2	0	-1
COC(=O)C1=CO[C@@H](O[C@@H]2O[C@H](CO)[C@@H](O)[C@H](O)[C@H]2O)C2C1C=C[C@@]2(O)CO (stereo partly specified)	3	3	0.5	-1	6	1	3	2	5	4
CCN(CC#CCC(O)(c1ccccc1)C1CCCC1)C(C)C (stereo unspecified)	-3	-2	0.6	-3	6	1	-9	2	15	1

Ordered by value in LEDGF integ inh (high to low): some entries from above
compound	LEDGF integ inh
CC(Oc1cc(-c2ccccc2)cc2ccccc12)C(=O)N1CCOCC1 (stereo unspecified)	2
O=C(NC1CCCCC1)C(c1ccccc1)N1CCC2(CC1)OCCO2 (stereo unspecified)	0
O=C1COc2ccc(S(=O)(=O)CCC(=O)N3CCN(c4cccc(Cl)c4)CC3)cc2N1	-3

More records
SMILES	TCR CD3 inh	MBD2 inh	PG9 Ab binder	PRMT1 inh	mABHD4 FP	UHRF1 binding	rCAG RNA binder	NR1D1 modulator	HTRA1 inh	LEDGF integ inh
CCc1ccccc1NC(=O)CCN1C(=O)C2CC=CCC2C1=O (stereo unspecified)	-5	3	1.4	1	5	1	-8	1	1	-6
CN(C)CCCNC(=O)c1ccc(-c2ccccc2)cc1	-4	10	0.5	-1	-9	5	8	0	-3	-3
CC(NC(N)=O)C(=O)OCc1ccc(Cl)cc1Cl (stereo unspecified)	1	2	0.0	-3	1	-3	-3	-6	-5	2
CN(CC(=O)Nc1sccc1C#N)Cc1ccccc1	8	-1	-2.0	1	2	-5	17	0	0	2
CCOc1ccc(C(=O)Nc2ccccc2OC(F)F)cc1	10	0	-1.6	4	-1	0	-3	-4	8	0
O=C(COC(=O)c1ccc(Br)cc1)NCCC1=CCCCC1	-2	0	0.1	-3	-7	2	-4	3	-3	7
O=S(=O)(N1CCOCC1)n1c(Cc2ccccc2)nc2ccccc21	-2	3	0.7	-4	-4	0	-6	5	-13	-1
COc1ccc(C(=O)NNC(=O)c2ccncc2)cc1[N+](=O)[O-]	5	-2	-1.9	-4	-1	0	0	-5	-4	-1
COc1ccc2c(=O)c(N3C(=O)c4ccccc4C3=O)c(C)oc2c1	10	1	0.3	0	6	-3	-1	-3	-3	-1
N=c1n(CCN2CCCCC2)c2ccccc2n1CC(=O)c1ccc(Cl)c(Cl)c1	-7	4	2.7	5	12	-1	5	5	.	-1
COCc1cc(C)nc(OCC(=O)N/N=C/c2ccccc2)c1C#N	8	-4	-0.9	-4	-2	-2	-6	1	-5	-3
CC(=O)c1cccc(NC(=O)CCCSc2ccccc2)c1	1	4	-2.2	1	-4	0	-1	3	-7	-1
O=C(Nc1nnc(-c2ccccc2)s1)c1cc(S(=O)(=O)N2CCOCC2)c(Cl)cc1Cl	0	-1	1.1	-1	1	2	2	2	8	0
Cc1ncc(CO)c2cc(C(=O)Nc3ccccc3Cl)c(=Nc3cccc(C(N)=O)c3)oc12	7	-7	0.9	1	3	-2	7	-27	0	0
COc1ccc(-c2cncnc2N)cc1OC	0	5	-0.8	0	5	0	4	1	8	-2
